Assay outcomes deposited in PubChem by Broad Institute.
ARNT TACC3 PPI – disruptors of human ARNT/TACC3 interaction; Q9Y6A5; AlphaScreen His-ARNT PAS-B/GST-TACC3 binding, luminescence; TACC3 fragment carries E629A point mutation; inhibition, % at 9.99 µM; 390,000 compounds, 0.66% hits; AID 623870;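 active = mean inhibition of replicates at least 50% and at least half of replicates each reaching 50%; inconclusive = half or more replicates reach 50% but mean below 50%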;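 also: 0% = complete ARNT plus TACC3 wells and 100% = ARNT alone without TACC3; many hits fall short of the cut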
Statin myotox sup – suppressors of simvastatin-induced myotoxicity in C2C12 myotubes; rescue of ATP level, % at 7.49 µM; 330,000 compounds, 0.78% hits; ATP luminescence, 48 h; scaled: DMSO 0, geranylgeraniol control 100; AID 602340;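 active = mean ATP rescue above about 67%, or every replicate alone reaching that limit, limit read from the data, passing the limit was not always enough; inconclusive = no clear call, values can overlap the other calls; inactive = mean under the limit and some replicate under it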;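 also: myotubes were challenged with 10 µM simvastatin during compound exposure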
PGC1a acetyl inh – modulators of PGC1a acetylation. U2OS PGC1a acetylation, AlphaScreen anti-acetyl-lysine; with virally co-expressed GCN5 acetyltransferase. 350,000 compounds, 0.17% hits. AID 651687. inhibition, % at 15.6 µM;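 active = every replicate shows inhibition of at least 40%; inconclusive = mean inhibition at least 40% but some replicate below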;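 also: 0% = neutral control wells and 100% = positive control wells; some results beyond the cut were filed as inactive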
INS-1E GSIS act – primary screen for activators of insulin secretion dependent on glucose, INS-1E cells, GLuc reporter luminescence. activation, % at 16.6 µM. INS-1E GLuc reporter insulin secretion, 2-3 h. 370,000 compounds, 0.61% hits. AID 743287;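 active = lowest replicate activation of at least 40%, so every replicate reaches that level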;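 also: 0% = median of neutral control wells and 100% = median of IBMX positive control wells; some compounds called inactive have numbers as strong as hits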
Cneo AK release – causes C. neoformans cell lysis; lysis activity, % at 15 µM; 360,000 compounds, 0.2% hits; adenylate kinase release luminescence, 4 h; normalised: neutral wells 0, clomiphene wells 100;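 active = mean lysis activity across replicates of at least 80%, whatever share of replicates individually reach that level; inactive = mean lysis activity below 80%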
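Material: C. neoformans cells | Amount: Yeast cell density of 5 × 10^6 cells/mL | Medium: Fresh YPD growth medium | Dosing: Single dose | Times: Static 4 h at 37 °C with compound, 1 h detection | Detection: AK luminescence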
LGR2 inh – blocks bursicon-induced cAMP signaling via Drosophila LGR2. AID 720647. inhibition, % at 9.99 µM. HEK293 LGR2, CRE-luciferase, bursicon-stimulated, 4 h. 380,000 compounds, 0.35% hits;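 active = drop in luminescence signal, shown as inhibition above about 50% in the replicate tests, limit read from the data, passing the limit was not always enough; inconclusive = probably only some replicates passing the limit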;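 also: agonist challenge used bursicon conditioned medium at about half maximal strength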
PAX8 inh HTS – PAX8 transcriptional activity inhibition; RMG-I TPO-luciferase reporter, SteadyGlo, 24 h; inhibition, % at 12.6 µM; 360,000 compounds, 1.2% hits;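 active = mean replicate inhibition at least 60% with every replicate also reaching 60%; inconclusive = only one of the two criteria is met; inactive = mean below 60% and not all replicates reaching 60%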;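 also: luciferase light reporting Pax8 driven TPO promoter activity; plate controls were median of neutral control wells for no effect and mitoxantrone controls for full effect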
PglD inh – blocks C. jejuni PglD acetyltransferase activity; purified PglD enzyme, DTNB colorimetric CoA detection; inhibition, % at 12.5 µM; 360,000 compounds, 0.098% hits; in the data active = inhibition above about 16%, passing the limit was not always enough; inconclusive = no clear call, values can overlap the other calls; also: strong numbers were not always called active
Numbers without * were called inactive; u = inconclusive; x = no result given.

SMILES	ARNT TACC3 PPI	Statin myotox sup	PGC1a acetyl inh	INS-1E GSIS act	Cneo AK release	LGR2 inh	PAX8 inh HTS	PglD inh
CCCCN(C(=O)NC(=O)Nc1nc2ccc(OC)cc2s1)S(C)(=O)=O	17	-9	-15	-1	0	-20	x	-2
CC(C(=O)N1CCOCC1)N1C(=O)C2C3CC(C(Br)C3Br)C2C1=O (stereo not drawn)	-1	x	x	21	x	-7	34	x
CSc1c(-c2ccccc2)nc2ccccc2c1C(=O)O	-4	-5	6	x	-1	x	x	-2
COc1cccc(NC(=O)CSc2nnc(-c3ccoc3C)n2C)c1	x	3	-3	-3	-2	0	4	-1
O=c1[nH]c2ccc(NC(=S)Nc3ccc(Cl)cc3)cc2[nH]1	0	41	0	x	-1	x	x	5
CCc1nnc(NC(=O)c2cnccn2)s1	45	13	-2	-2	-1	24	x	-2
Cc1ccccc1-c1nc(CN2CCCC(C(=O)NCc3cccnc3)C2)c(C)o1 (stereo not drawn)	6	-4	x	x	-1	x	x	5
CSc1ccccc1C(=O)OCC(=O)NC1CCS(=O)(=O)C1 (stereo not drawn)	-7	x	2	30	x	x	4	x
Cc1ccc(C)c(NC(=O)CN(C)C(=O)c2cc(C3CC3)nn2-c2ccccc2)c1	0	13	4	-13	-1	-13	3	2
Cc1cc(N2C(=O)[C@@H]3[C@H](C2=O)[C@@H]2C[C@H]3C(Br)C2Br)no1 (stereo partly drawn)	4	5	6	7	1	4	4	0
Cc1nc2ccccc2c2oc(C(=O)NCCCN3CCCC(C)C3)cc12 (stereo not drawn)	10	-3	-5	21	-3	-17	-7	3
COc1ccccc1NC(=O)c1cc2c(=O)n(C)c3ccccc3c2n1C	-7	-39	-7	15	2	1	3	0
Cc1ccc(NC(=O)c2ccc(F)c(S(=O)(=O)N3CCOCC3)c2)cc1F	-4	-44	-22	-11	8	x	x	1
CCC(=O)N1C[C@@H](C)[C@@H](OC)CN(C)C(=O)c2ccc(NC(=O)C3CCOCC3)cc2OC[C@H]1C	-9	4	-4	9	0	-5	14	-1
O=C(C[C@@H]1CC[C@@H]2[C@H](COC[C@H](O)CN2Cc2ccc(F)cc2)O1)N1CCc2ccccc2C1	9	16	5	-13	2	-48	-93	13
Cc1cccc(C(=O)NC(=S)NCc2ccccc2)c1	5	-4	7	19	16	2	-37	7
FC(F)Oc1cccc2cccnc12	16	5	-14	x	4	x	x	-4
CCOC(=O)C1(C)CCCN(C(=O)c2ccc(-c3ccccc3)cc2)C1 (stereo not drawn)	x	-18	0	-14	-5	10	5	-4
CC(=O)N1CCOc2ccc(S(=O)(=O)NCc3ccc(C)cc3)cc21	-3	4	8	-3	0	4	11	-6
CCOc1ccc(N(CC(=O)Nc2ccccc2Cl)S(C)(=O)=O)cc1	-1	17	-6	-10	-1	-4	16	7
COc1ccc(-c2c(C)nn(-c3ccccc3)c2N)cc1OC	7	-5	5	0	4	-7	x	1
c1ccc(-c2cccc(-c3ccccc3)n2)cc1	-4	-1	3	10	0	-41	-18	-1
S=C(Nc1ccc(Cl)cc1Cl)NC1CCN(Cc2ccccc2)CC1	-3	x	x	-11	x	14	12	x
O=C(Nc1cc(F)ccc1F)N1CCCCN2[C@@H](CO)[C@H](c3ccc(-c4cncnc4)cc3)[C@@H]2C1	-10	x	1	0	-2	-7	-13	-11
COc1cc(C=O)ccc1OCC(=O)Nc1ccccc1N1CCOCC1	x	-6	x	9	3	-13	4	0

4 entries from above, bar-delimited.
Compound | ARNT TACC3 PPI | Statin myotox sup | PGC1a acetyl inh | INS-1E GSIS act | Cneo AK release | LGR2 inh | PAX8 inh HTS | PglD inh
Cc1cccc(C(=O)NC(=S)NCc2ccccc2)c1 | 5 | -4 | 7 | 19 | 16 | 2 | -37 | 7
FC(F)Oc1cccc2cccnc12 | 16 | 5 | -14 | x | 4 | x | x | -4
CCOC(=O)C1(C)CCCN(C(=O)c2ccc(-c3ccccc3)cc2)C1 (stereo not drawn) | x | -18 | 0 | -14 | -5 | 10 | 5 | -4
CC(=O)N1CCOc2ccc(S(=O)(=O)NCc3ccc(C)cc3)cc21 | -3 | 4 | 8 | -3 | 0 | 4 | 11 | -6

Continued.
SMILES	ARNT TACC3 PPI	Statin myotox sup	PGC1a acetyl inh	INS-1E GSIS act	Cneo AK release	LGR2 inh	PAX8 inh HTS	PglD inh
CO[C@@H]1CN(C)C(=O)c2cc(NC(=O)C3CCOCC3)ccc2OC[C@H](C)NC[C@@H]1C	2	-1	-10	7	102*	14	-6	-3
Clc1cccc(/C=N/Nc2nnc(Cl)c3ccccc23)c1	9	15	13	11	2	-8	x	11
COc1cccc(CC(NC(C)=O)C(=O)NC2CCN(C(=O)c3ccncc3)CC2)c1OC (stereo not drawn)	-2	8	5	15	5	5	2	10
CCCN(CCC)C(=O)c1ccc2c(c1)N(Cc1ccccc1)C(=O)CS2=O (stereo not drawn)	-5	10	5	-9	-1	10	19	-1
O=C(O)c1c[nH]c2c([N+](=O)[O-])cccc2c1=O	49*	0	1	-1	0	-2	21	-8
CC(=O)N1CCN(S(=O)(=O)c2ccc(S(=O)(=O)N3CCCC(C)C3)cc2)CC1 (stereo not drawn)	-3	6	x	11	-2	12	5	-2
CNC(=O)Cn1nc(-c2ccc(Cl)cc2)c2ccccc2c1=O	-6	8	6	x	2	x	x	2
CN(C)CCCN(C(=O)COc1ccc(Cl)cc1)c1nc2ccc(F)cc2s1	5	x	-7	-27	5	-5	-23	2
C[C@H](CO)N1C[C@H](C)[C@H](CN(C)C(=O)Nc2ccc3c(c2)OCO3)OCc2ccccc2-c2ccccc2C1=O	x	0	-2	9	x	1	-31	x
COc1ccc(C(=O)NC(=S)NNC(=O)c2ccco2)cc1	9	25	x	10	-1	-56	-23	7
CC1(C)S[C@@H]2[C@H](NC(=O)C(NC(=O)N3CCNC3=O)c3ccccc3)C(=O)N2[C@H]1C(=O)O (stereo partly drawn)	-6	-13	-3	-2	2	-7	7	5
c1ccc(Nc2nc(NCC3CCCO3)c3ccccc3n2)cc1 (stereo not drawn)	x	-37	-3	-8	-7	u	24	8
CN1c2ccc(-c3ccc(C#N)cc3)cc2[C@H]2[C@H](CCN2S(=O)(=O)c2cccc(F)c2)[C@H]1CO	-16	-12	16	-4	-7	30	u	-1
CSc1ncccc1C(=O)Nc1ccc(S(=O)(=O)Nc2nccs2)cc1	-3	x	x	4	x	-17	5	x
O=C(Cc1ccccn1)NCC[C@@H]1CC[C@H](NC(=O)Nc2ccc(C(F)(F)F)cc2)[C@H](CO)O1	7	10	78*	7	1	3	31	-3
C[C@@H]1CN([C@@H](C)CO)C(=O)Cc2cc(NS(=O)(=O)c3ccccc3)ccc2O[C@@H]1CN(C)S(C)(=O)=O	-6	-17	2	22	0	-5	-9	-3
CCN1CCN(c2cc(C)c3cc(NC(=O)c4cnccn4)ccc3n2)CC1	-5	0	8	x	-1	-10	1	-3
CCCOc1ccc(C(=O)Nc2c[nH]c(=O)[nH]c2=O)cc1	-3	x	6	-4	3	8	-16	2
Cc1cc(C(=O)Nc2cccc(S(=O)(=O)N3CCOCC3)c2)c2ccccc2n1	x	3	-4	12	-1	6	-6	-6
N#CN=C(c1ccccc1)c1ccccc1	-4	1	-16	13	-4	2	0	2
COc1ccc(S(=O)(=O)N(C)C[C@@H]2OCCCC[C@H](C)Oc3ccc(NS(=O)(=O)c4ccc(F)cc4)cc3C(=O)N([C@@H](C)CO)C[C@@H]2C)cc1	-7	17	-18	-2	44	u	29	1
CCOc1ccc(N2C=Nc3ccc(OCC)cc3C2)cc1	8	-9	-12	17	-1	-14	-21	5
CCOC(=O)C1CCCN(c2c(Nc3cccc(C)c3)c(=O)c2=O)C1 (stereo not drawn)	-3	1	1	5	0	5	11	-4
Cc1nccn1CC(=O)N/N=C/c1ccccc1O	74*	6	7	35	x	-3	18	x
CN1CCN(c2ccc(C(F)(F)F)cc2NC(=O)Nc2ccccc2)CC1	9	-6	2	-5	-4	-11	-14	-4
Additional records:
SMILES	ARNT TACC3 PPI	Statin myotox sup	PGC1a acetyl inh	INS-1E GSIS act	Cneo AK release	LGR2 inh	PAX8 inh HTS	PglD inh
COc1ccc(CN2CN(C3CCCC3)CSC2=S)cc1	-3	x	-4	3	0	-11	9	0
Nc1nc2cc(Br)ccc2o1	-12	1	1	55	0	2	-7	-1
Cc1ccc(C(=O)Oc2cc(-c3ccccc3)no2)cc1	-2	x	-3	x	-5	x	x	-3
CC(=O)Nc1cc(-c2ccc(Cl)cc2)[nH]n1	-4	8	x	12	-4	-66	-75	-2
Cc1cc(C)nc(SCC(=O)Nc2ccc(N3CCOCC3)c(Cl)c2)n1	4	-8	10	x	6	x	x	1
COc1cc(/C=C(/C#N)C(=O)NCCCc2ccccc2)ccc1OCC(=O)O	4	5	-10	3	-1	12	18	-2
CCOC(=O)N1CCN(C(=O)COc2ccc(S(=O)(=O)Nc3ccc(OCC)cc3)cc2)CC1	1	12	-8	-10	0	-11	x	0
C[C@@H]1CN([C@@H](C)CO)C(=O)c2cc(NC(=O)Nc3cccc4ccccc34)ccc2O[C@@H](C)CCCCO[C@@H]1CN(C)S(=O)(=O)c1ccc(F)cc1	15	10	-7	24	-2	12	8	-2
C[C@@H]1CN([C@@H](C)CO)C(=O)Cc2cc(NS(=O)(=O)c3ccc(Cl)cc3)ccc2O[C@H]1CN(C)S(=O)(=O)c1ccccc1	-4	27	12	-5	3	24	-23	-2
O=C(Cn1c(=O)c(=O)n(Cc2ccccc2)c2ccc(Cl)cc21)Nc1ccc(F)cc1F	x	x	-15	-3	x	-31	-5	x
CCc1nc2ccc(C(=O)N3CCN(c4cccc(OC)c4)CC3)cc2nc1CC	9	10	-2	-27	2	-5	-1	-3
COc1ccc(CNC(=O)C[C@@H]2CC[C@@H](NC(=O)CN(C)C)[C@@H](CO)O2)cc1	4	-13	2	4	-4	-8	0	2
C[C@H](CO)N1C[C@H](C)[C@H](CN(C)S(=O)(=O)c2ccc(Cl)cc2)Oc2c(NC(=O)c3ccc(-c4nccs4)cc3)cccc2C1=O	0	-70	4	-4	1	-7	40	1
CC1(C)OC(=O)C(=CNc2ccc(F)cc2)C(=O)O1	-5	-2	11	x	2	x	-7	-2
CO[C@@H]1CN(C)C(=O)c2cc(NC(=O)Nc3c(C)noc3C)ccc2OC[C@H](C)N(C)C[C@@H]1C	8	1	-9	3	-6	7	-4	-3
Oc1c(Br)cc(Br)c2cccnc12	8	-13	5	x	-5	3	20	-4
Cc1oc(/N=C/c2cccc([N+](=O)[O-])c2)c(C#N)c1C	1	6	19	-4	-7	7	-16	1
CCS(=O)(=O)N1CCC(C(=O)Nc2cc(Cl)ccc2O)CC1	3	-6	10	x	-3	x	14	-4
COc1cc(NC(=O)c2ccc(C(=O)c3ccccc3)cc2)cc(OC)c1OC	2	-5	x	-18	1	13	18	2
CCN1CCN(C(=O)c2ccc3c(c2)S(=O)(=O)c2ccccc2C3=O)CC1	1	x	-14	31	x	21	9	x
CCCCC(CCC(=O)Nc1cccc([N+](=O)[O-])c1)C(=O)O (stereo not drawn)	5	x	-10	13	x	10	10	x
Cc1ccc(-n2c(O)c(C=Nc3ccccc3-c3n[nH]c(=S)[nH]c3=O)c3ccccc3c2=O)cc1C	1	x	-12	0	x	-9	22	x
CC1=C(C(=O)N2CCOCC2)C(c2ccccc2F)C2=C(CC(C)(C)CC2=O)N1 (stereo not drawn)	-3	1	1	x	3	x	x	2

Compounds were not picked by outcome; about 2.9% have a hit in one of these screens.
